Screening data (PubChem)
GRP78 ERSR act: induces the endoplasmic reticulum stress response in human glioma cells. U87-MG GRP78 promoter luciferase reporter, 16 h. Potency, µM, without a hit: at the top dose activation, actives largely listed as activators. actives 0.02% (n = 420,000); further: potency means the concentration at half of the fitted maximal effect; series mostly up to about 76 µM; % of control where 0% means no effect; nearly all actives have a fitted effect of over 35% in size
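ERSR induction read as luciferase luminescence (Bright-Glo, 10 min at room temperature) in stably transfected human U87-MG glioma cells exposed to compounds for 16 h, using GRP78 as sensor.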
Vif-A3G inh: blocks the Vif interaction with human APOBEC3G. Q9HC16. HeLa A3G-eYFP + Vif (tagged APOBEC3G with the HIV-1 protein that degrades it), YFP fluorescence, overnight. Potency, µM (top dose mostly 46.1 µM), for inactives: at the highest dose activity, negative = active, usual class: inhibitors. actives 0.076% (n = 410,000);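 further: potency means the concentration at half of the fitted maximal effect; on the % scale 0 is the no-effect control and ±100 the full control effect; nearly all actives have a fitted effect of over 60% in size; hits raise eYFP signal because A3G escapes Vif-driven loss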
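Read-out is eYFP fluorescence (Ex 488/Em 500-530) from Vif-expressing HeLa A3G-eYFP cells; more signal means A3G escaped Vif-mediated degradation. Cells plated overnight, compound pinned in, incubated overnight at 37 deg C.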
LDHA block: inhibitors of human lactate dehydrogenase A; purified LDHA, NADH/diaphorase-resazurin fluorescence; active compounds read low; activity change, % (values are at about 110 or 230 µM); actives 0.15% (n = 480,000); AID 1347041; in the data active means activity change below about -30%; inconclusive means mostly about -25% to -30%;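 further: plate controls were DMSO wells for no effect and wells without enzyme for full effect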
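LDH5 2 nM; NADH 0.06 mM, pyruvate 0.2 mM; 200 mM Tris pH 7.4, EDTA, Tween-20; 5 min RT. Detection: diaphorase 0.133 mg/mL + resazurin 37 µM, fluorescence ex540/em590 at 0 and 20 min; normalized to enzyme-free and DMSO wells.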
Vif-A3F inh: blocks the Vif interaction with APOBEC3F; HeLa A3F-eYFP + Vif (tagged APOBEC3F with the HIV-1 protein that degrades it), YFP fluorescence increase; Potency, µM (highest dose often 46.1 µM), for inactives: at the highest dose activity, negative = active; actives 0.2% (n = 390,000); further: potency means the concentration at half of the fitted maximal effect; % of control where 0% means no effect; nearly all actives have a fitted effect of over 65% in size
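HeLa cells stably expressing Vif plus C-terminally eYFP-tagged A3F were seeded, incubated overnight at 37 deg C, dosed with compound, incubated overnight again at 37 deg C. Yellow fluorescence (Ex 488/Em 500-530) reported blocked Vif-mediated A3F-eYFP degradation.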
TrxR1 substrate: substrates of rat thioredoxin reductase 1 | O89049 | purified TrxR1 substrate turnover, NADPH consumption readout | Potency, µM (series often up to 114 µM), for the others: at the highest dose activity change, negative = substrate turnover | actives 0.01% (n = 390,000) | AID 588456; further: potency means the concentration at half of the fitted maximal effect; on the % scale 0 is the no-effect control and ±100 the full control effect; nearly all actives have a fitted effect of over 50% in size
Target sequence (O89049 whole entry, looked up): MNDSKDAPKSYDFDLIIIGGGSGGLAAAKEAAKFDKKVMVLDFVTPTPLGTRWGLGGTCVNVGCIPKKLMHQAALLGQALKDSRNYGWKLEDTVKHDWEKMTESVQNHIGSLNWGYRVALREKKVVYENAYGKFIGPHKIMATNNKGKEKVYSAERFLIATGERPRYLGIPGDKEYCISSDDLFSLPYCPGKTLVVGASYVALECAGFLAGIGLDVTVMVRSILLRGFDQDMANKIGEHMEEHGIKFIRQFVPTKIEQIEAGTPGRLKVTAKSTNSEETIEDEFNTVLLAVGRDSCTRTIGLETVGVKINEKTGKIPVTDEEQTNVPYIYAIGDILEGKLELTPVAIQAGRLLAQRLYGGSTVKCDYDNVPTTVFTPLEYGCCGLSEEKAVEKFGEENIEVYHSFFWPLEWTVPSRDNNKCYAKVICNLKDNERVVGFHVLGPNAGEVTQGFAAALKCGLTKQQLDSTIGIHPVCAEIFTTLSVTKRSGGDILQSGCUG
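Rat TrxR1, dispensed at 90 nM, was prereduced with 400 uM NADPH (final) for 5 min at ~22 deg C, then incubated with compound 15 min before 400 uM selenite. A first-read NADPH fluorescence drop versus no-compound background flagged substrates.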
RGS4 inhibitor: human RGS4 inhibition; P49798; Transcreener GDP fluorescence polarization, RGS4-accelerated GTP hydrolysis; Potency, µM (doses to about 114 µM), for inactives: at the highest dose activity change, negative = inhibition, most hits filed as inhibitors; actives 0.039% (n = 390,000); AID 504845; further: potency means the concentration at half of the fitted maximal effect; on the % scale 0 is the no-effect control and ±100 the full control effect; nearly all actives have a fitted effect of over 75% in size; some results filed as inactive show a strong effect at the top dose
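MLSMR compounds (23 nl, pin-transferred) preincubated 10 min at room temperature with a 500nM (2x) first reagent, then RGS4 at 900nM (2x) plus Transcreener GDP mix added; fluorescence polarization (620/688 nm) read before and after 90 min at 30 °C.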
rTrxR1 inhibitor: inhibitors of rat thioredoxin reductase 1; actives 1% (n = 390,000); recombinant rTrxR1, NADPH fluorescence consumption, selenite substrate; Potency, µM (doses to about 114 µM), for inactives: top-dose activity change, negative = inhibition, actives largely listed as inhibitors; further: potency means the concentration at half of the fitted maximal effect; on the % scale 0 is the no-effect control and ±100 the full control effect; nearly all actives have a fitted effect of over 65% in size
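Rat TrxR1 (90 nM in the dispensed reagent) was pre-reduced with 400 uM NADPH for 5 min at room temperature, then incubated with compound for 15 min. After 400 uM selenite was added, NADPH fluorescence (Ex 340/Em 450 nm) was followed for 8 min.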
USP1-UAF1 inh: blocks the human USP1/UAF1 deubiquitinase complex; O94782; AID 743255; actives 0.23% (n = 390,000); Potency, µM (series often up to 57.1 µM), without a hit: top-dose activity change, negative = inhibition, actives largely listed as inhibitors; recombinant USP1/UAF1, Ub-Rhodamine cleavage fluorescence; further: potency means the concentration at half of the fitted maximal effect; on the % scale 0 is the no-effect control and ±100 the full control effect; nearly all actives have a fitted effect of over 60% in size; inactives centre near -12
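Step one: compound is pinned into 1nM USP1/UAF1 in HEPES pH 7.8 buffer with TCEP. Step two: 15 min room-temperature incubation. Step three: Ub-Rho (150nM final) starts cleavage, tracked by fluorescence over six one-minute reads.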
IDH1 R132H inh: human IDH1 R132H inhibition. O75874. IDH1-R132H enzyme, NADPH consumption, diaphorase/resazurin fluorescence. actives 0.093% (n = 390,000). Potency, µM (series often up to 76.6 µM), without a hit: at the top dose activity change, negative = inhibition, most hits filed as inhibitors. AID 602179; further: potency means the concentration at half of the fitted maximal effect; on the % scale 0 is the no-effect control and ±100 the full control effect; nearly all actives have a fitted effect of over 65% in size
Target sequence (O75874 whole entry R132H, stated change not applied): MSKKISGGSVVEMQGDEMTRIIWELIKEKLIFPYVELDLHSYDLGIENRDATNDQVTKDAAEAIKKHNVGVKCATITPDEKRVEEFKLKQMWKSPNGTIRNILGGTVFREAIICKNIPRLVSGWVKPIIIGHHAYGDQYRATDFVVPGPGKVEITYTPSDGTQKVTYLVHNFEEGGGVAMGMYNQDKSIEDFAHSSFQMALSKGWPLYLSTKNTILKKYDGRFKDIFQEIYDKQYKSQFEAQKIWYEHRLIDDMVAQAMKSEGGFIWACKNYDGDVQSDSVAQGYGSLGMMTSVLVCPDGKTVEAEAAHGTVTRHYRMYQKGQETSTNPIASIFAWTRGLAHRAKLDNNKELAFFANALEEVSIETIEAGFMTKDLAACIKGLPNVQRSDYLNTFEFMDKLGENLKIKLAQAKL
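IDH1-R132H (0.5 ug/mL dispensed) in pH 7.5 Tris buffer was preincubated 30 min with compound, then given a substrate mix of 0.016 mM NADPH and 2 mM alpha-KG for 80 min at room temperature; remaining NADPH was read by diaphorase/resazurin fluorescence.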
An asterisk follows results filed as active; ? = inconclusive; / = not tested or not shown; & = joins results of further samples; [ ] = dose if it differs, or a comment. Unless noted, the call rests on the fitted dose curve; in most records, active means well fitted curve in the direction sought with a large enough effect; inconclusive means small, poorly fitted or top-dose-only effect, or another doubt; inactive means no such curve, though single readings can be large; an effect the other way counts as inactive or inconclusive. A portion of the library (hit frequency here may not be typical).

1) COc1ccccc1CNC(=O)c1cccc(C)c1[N+](=O)[O-]
2) O=C(Nc1ccccc1)N(Cc1ccccc1)Cc1ccccc1
3) O=C(O)C1=C(C(=O)O)C2C=CC1C2
4) COC(=O)c1ccccc1NC(=O)CSc1nnnn1CC(=O)O
5) C[C@H](CO)N1C[C@H](C)[C@@H](CN(C)S(=O)(=O)c2cccs2)Oc2c(NC(=O)CCC(F)(F)F)cccc2C1=O
6) O=C(Nc1cc2c(cc1Br)OCCCO2)c1cccnc1
screen / no. | 1 | 2 | 3 | 4 | 5 | 6
GRP78 ERSR act | -5% | 1% | -3% | -5% | -5% | -2%
Vif-A3G inh | -1% | 0% | 0% | 1% | -4% | -5%
LDHA block | -2 | 0 | -6 | -10 | -1 | -6
Vif-A3F inh | -15% | -23% | -1% | -11% | 3% | 5%
TrxR1 substrate | -1% | -5% | 2%[57.1 µM] | 6% | -5% | 9%[57.1 µM]
RGS4 inhibitor | -25% | -5% | 40% | 4% | -2% | 3%
rTrxR1 inhibitor | -5% | 8% | -11%[57.1 µM] | 22% | -2% | 8%[57.1 µM]
USP1-UAF1 inh | -6% | -8% | -5% | -18% | -20% | -17%
IDH1 R132H inh | 0% | 5% | -2% | -3% | -8% | 6%

7) CC(C)(C)OC(=O)N1CCC(c2c(C(=O)Nc3ccc4c(c3)OCCO4)cnn2-c2ccc(F)cc2F)CC1
8) CCNC(=O)CN1C(=O)NC(CCc2ccccc2)C1=O (stereo not drawn)
9) COc1ccc(-c2nc3scc(CCNS(=O)(=O)c4c(C)cc(C)cc4C)n3n2)cc1OC
10) O=C1NC(=O)C(c2ccc(Cl)cc2)N1 (stereo not drawn)
11) CCC(CO)NCc1ccc(OCC(=O)Nc2cccc(C(F)(F)F)c2)c(OC)c1 (stereo not drawn)
12) CN(C)c1ccc(/C=C(\C#N)C(=O)OCC(=O)N(C)C2CCS(=O)(=O)C2)cc1 (stereo not drawn)
screen / no. | 7 | 8 | 9 | 10 | 11 | 12
GRP78 ERSR act | -6% | 1% | -3% | -5% | -4% | -1%
Vif-A3G inh | 1% | 0% | -2% | -6% | 2% | 1%
LDHA block | 4 | -4 | 2 | 0 | -2 | 1
Vif-A3F inh | 3% | -30% | 0% | 0% | 1% | 1%
TrxR1 substrate | 0% | 11%[57.1 µM] | -2%[57.1 µM] | 3% | 3% | ?
RGS4 inhibitor | -9% | -9% | -22% | 10% | -2% | -28%
rTrxR1 inhibitor | 10% | 11%[57.1 µM] | -2%[57.1 µM] | -3% | 6% | -31%
USP1-UAF1 inh | 7% | -2% | -15% | -12% | -18% | -22%
IDH1 R132H inh | 3% | 0% | 17% | 13% | 2% | 1%

A second format for part of the listing above.
Second line of a record: GRP78 ERSR act | Vif-A3G inh | LDHA block | Vif-A3F inh | TrxR1 substrate | RGS4 inhibitor | rTrxR1 inhibitor | USP1-UAF1 inh | IDH1 R132H inh
#10 O=C1NC(=O)C(c2ccc(Cl)cc2)N1 (stereo not drawn)
  -5% | -6% | 0 | 0% | 3% | 10% | -3% | -12% | 13%
#11 CCC(CO)NCc1ccc(OCC(=O)Nc2cccc(C(F)(F)F)c2)c(OC)c1 (stereo not drawn)
  -4% | 2% | -2 | 1% | 3% | -2% | 6% | -18% | 2%

Whole records, quoted from the list. Order of values: GRP78 ERSR act	Vif-A3G inh	LDHA block	Vif-A3F inh	TrxR1 substrate	RGS4 inhibitor	rTrxR1 inhibitor	USP1-UAF1 inh	IDH1 R132H inh
`O=C(Nc1ccccc1)N(Cc1ccccc1)Cc1ccccc1` as listed: 1%	0%	0	-23%	-5%	-5%	8%	-8%	5%
`COC(=O)c1ccccc1NC(=O)CSc1nnnn1CC(=O)O` as listed: -5%	1%	-10	-11%	6%	4%	22%	-18%	-3%
`O=C(Nc1cc2c(cc1Br)OCCCO2)c1cccnc1` as listed: -2%	-5%	-6	5%	9%[57.1 µM]	3%	8%[57.1 µM]	-17%	6%

Going on with the list:
13) O=C(CSc1cn(CC(=O)N2CCCC2)c2ccccc12)Nc1cc(C(F)(F)F)ccc1Cl
14) CC(C)OCCCn1c(=NC(=O)c2ccncc2)c(C#N)cc2c(=O)n3ccccc3nc21
15) Cc1ccc(OC(C)C(=O)N2CCN(c3ccccn3)CC2)cc1 (stereo not drawn)
16) CCCC(=O)Nc1cccc(Oc2nc(C)cc(C)c2C#N)c1
17) COc1ccc(S(=O)(=O)N(C)CC(=O)N2CCCC2)cc1Cl
18) Cc1ccc(S(=O)(=O)Oc2ccccc2)cc1
screen / no. | 13 | 14 | 15 | 16 | 17 | 18
GRP78 ERSR act | -2% | -2% | -4% | -3% | -2% | 1%
Vif-A3G inh | -6% | 0% | -1% | -1% | 4% | -1%
LDHA block | -3 | 2 | 3 | -3 | -13 | -3
Vif-A3F inh | 1% | -12% | 2% | -2% | 1% | 10%
TrxR1 substrate | -4% | 12% | 0% | 13%[57.1 µM] | 1% | 6%
RGS4 inhibitor | -9% | -22% | ? | -53% | 9% | -3%
rTrxR1 inhibitor | 14% | 3% | 8% | 1%[57.1 µM] | 9% | 15%
USP1-UAF1 inh | -10% | -2% | -20% | -6% | -19% | -12%
IDH1 R132H inh | 0% | 2% | -8% | -1% | 2% | 10%

19) COc1ccccc1OCc1ccc(C(=O)NCC2CCCO2)o1 (stereo not drawn)
20) O=C(NC1(C(F)(F)F)N=C2SCCN2C1=O)c1ccccc1F (stereo not drawn)
21) CCc1nnc(NC(=O)C2CCN(S(=O)(=O)Cc3ccccc3)CC2)s1
22) CCOC(=O)CSc1ccccn1
23) Cc1cc(C)c(NC(=O)COC(=O)C2CCN(c3ccc(C(F)(F)F)cn3)CC2)c(Cl)c1
24) CCOC(=O)c1ccccc1Nc1nc2ccc(C)cc2n2nnnc12
screen / no. | 19 | 20 | 21 | 22 | 23 | 24
GRP78 ERSR act | -3% | -4% | -7% | -1% | 0% | 0%
Vif-A3G inh | -1% | 2% | 2% | 3% | -2% | -4%
LDHA block | -4 | 2 | -2 | -2 | 0 | -1
Vif-A3F inh | 9% | -4% | -4% | -16% | -5% | ?
TrxR1 substrate | 9% | -2% | 3% | 9% | -2% | 3%
RGS4 inhibitor | -1% | 17% | -6% | -27% | -13% | -9%
rTrxR1 inhibitor | 28% | 16% | 1% | 37% | 1% | 19%
USP1-UAF1 inh | -6% | -21% | -21% | -24% | -10% | -17%
IDH1 R132H inh | 0% | -3% | 3% | -2% | 4% | -6%

25) COc1ccc(C2C(C(=O)NCc3ccccn3)CCC(=O)N2c2cc(OC)c(OC)c(OC)c2)cc1 (stereo not drawn)
26) Cc1cc(NC(=O)CCC(=O)N(Cc2cccs2)C(C)(C)C(=O)NC2CCCCC2)no1
27) Cc1ccccc1OCC(=O)Nc1cc(Cl)ccc1Oc1ccccc1
28) COC1OCC(O)C(OC(=O)c2ccccc2)C1OC(=O)c1ccccc1 (stereo not drawn)
29) N=c1nc(-c2ccccc2)ccn1O
30) CCOc1ccc2oc(C(=O)N3CC(C)OC(C)C3)c(C)c2c1 (stereo not drawn)
screen / no. | 25 | 26 | 27 | 28 | 29 | 30
GRP78 ERSR act | -1% | -2% | -4% | -5% | -4% | -5%
Vif-A3G inh | -4% | 2% | -8% | -4% | -3% | -1%
LDHA block | -2 | -7 | -3 | -9 | -5&-6 | 1
Vif-A3F inh | 12% | 9% | 3% | 5% | -23% | 2%
TrxR1 substrate | 6% | 3%[57.1 µM] | -3% | -7%[2.29 µM] | -1% | 8%
RGS4 inhibitor | 7% | 15% | -27% | -8% | -2% | -7%
rTrxR1 inhibitor | 14% | 13%[57.1 µM] | -6% | -6%[2.29 µM] | 2% | 21%
USP1-UAF1 inh | -22% | 1% | -17% | -18% | -17% | -20%
IDH1 R132H inh | 0% | -7% | -1% | 2% | 6% | 1%

31) Cc1cc2cc(CN(Cc3ccco3)C(=O)NCc3ccccc3)c(=O)[nH]c2cc1C
32) Cc1nc(-c2ccc(F)cc2)c(CC(=O)N2CCN(S(=O)(=O)c3ccccc3Br)CC2)s1
33) CCN(c1ccccc1)c1nc(Cl)nc2c1cnn2C
34) COc1ccc(N=C2SC(C(=O)Nc3ccc(C(=O)O)cc3)CC(=O)N2Cc2cccs2)cc1 (stereo not drawn)
35) COc1cc(OC)c(C(=O)OCC(=O)NCCc2ccccc2)cc1OC
36) c1cc2c3c(cccc3c1)NC(c1ccc3c(c1)OCO3)N2
screen / no. | 31 | 32 | 33 | 34 | 35 | 36
GRP78 ERSR act | 5% | -6% | 0% | 1% | -3% | 2%
Vif-A3G inh | -3% | 0% | 1% | 2% | 7% | 0%
LDHA block | -7 | -2 | -14 | -18 | -2 | 4&5
Vif-A3F inh | / | 3% | 3% | 11% | 2% | -3%
TrxR1 substrate | 2% | -6% | 7% | -1% | -1%[57.1 µM] | 5%
RGS4 inhibitor | 30% | -28% | 11% | 10% | -26% | -41%
rTrxR1 inhibitor | -4% | -7% | 29% | 13% | 5%[57.1 µM] | ?
USP1-UAF1 inh | -13% | -19% | -9% | -7% | -16% | ?
IDH1 R132H inh | -1% | 9% | 17% | 0% | 3% | 7%
